Source: PubChem BioAssay
RAD52 inh – RAD52 (human) annealing inhibition; P43351; recombinant RAD52 DNA annealing, FRET fluorescence; inhibition, % at 18.7 µM; hit rate 0.46% among 360,000; AID 651710;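 active = every replicate showing at least 50% inhibition; inconclusive = mean inhibition at least 50% but not in every replicate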
XiGFP reactiv – activators of X-chromosome reactivation in mouse fibroblasts. hit rate 0.055% among 360,000. activation, % at 7.58 µM. XiGFP mouse fibroblasts, % GFP-positive cells imaging, 3 d; cells co-treated with 5-aza-dC sensitizer; scaled so ellipticine positive control = 100%;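 active = mean normalized replicate activation at least 10% and every replicate at or above 10%; inconclusive = only one of the two criteria met; inactive = mean below 10% and not all replicates reach 10%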;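 also: 0% = median of on-plate neutral control wells and 100% = ellipticine 6 µM median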
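material = 68-5-11 XiGFP fibroblast line | medium = DMEM plus 5-aza-dC sensitizer | schedule = 3 days compound exposure | benchmarks = positive control ellipticine, 6 µM final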
ERAP1 inh – ERAP1 (human) enzyme inhibition; Q9NZ08; recombinant ERAP1, Leu-AMC fluorescence, 60 min; inhibition, % at 10.7 µM; hit rate 0.15% among 340,000; AID 652197;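 active = mean replicate inhibition of at least 30%, or all replicates individually reaching that 30% level; inactive = mean below 30% and not every replicate reaching it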;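 also: 0% = neutral control wells and 100% = L-leucinethiol positive control wells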
Target sequence (Q9NZ08 whole entry, looked up): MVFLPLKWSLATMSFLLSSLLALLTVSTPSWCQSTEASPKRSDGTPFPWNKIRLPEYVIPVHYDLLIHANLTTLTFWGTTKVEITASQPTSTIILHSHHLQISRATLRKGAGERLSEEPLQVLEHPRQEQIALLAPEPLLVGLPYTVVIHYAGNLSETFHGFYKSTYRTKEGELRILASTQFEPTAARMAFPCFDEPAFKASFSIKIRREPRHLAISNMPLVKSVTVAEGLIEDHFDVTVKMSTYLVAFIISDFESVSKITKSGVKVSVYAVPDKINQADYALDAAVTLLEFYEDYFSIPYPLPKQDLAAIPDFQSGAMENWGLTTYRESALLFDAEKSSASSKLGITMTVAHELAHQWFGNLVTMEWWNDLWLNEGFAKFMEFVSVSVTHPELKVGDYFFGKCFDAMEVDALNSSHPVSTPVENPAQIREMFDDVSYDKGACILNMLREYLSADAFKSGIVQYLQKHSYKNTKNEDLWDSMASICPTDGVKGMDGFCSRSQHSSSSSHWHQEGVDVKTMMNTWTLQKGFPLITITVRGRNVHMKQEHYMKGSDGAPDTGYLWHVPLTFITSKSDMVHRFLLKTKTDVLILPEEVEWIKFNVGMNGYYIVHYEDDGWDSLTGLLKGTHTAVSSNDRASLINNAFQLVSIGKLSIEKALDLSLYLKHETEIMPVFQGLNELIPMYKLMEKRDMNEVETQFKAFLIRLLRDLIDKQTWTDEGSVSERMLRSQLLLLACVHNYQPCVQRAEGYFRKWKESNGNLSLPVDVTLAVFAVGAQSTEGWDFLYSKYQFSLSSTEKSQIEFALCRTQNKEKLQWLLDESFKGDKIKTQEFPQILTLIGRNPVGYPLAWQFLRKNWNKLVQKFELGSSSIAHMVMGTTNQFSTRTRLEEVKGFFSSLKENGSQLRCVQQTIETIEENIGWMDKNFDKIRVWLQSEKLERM
RAD54 inh – RAD54 (human) branch migration inhibition; Q92698; RAD54 Holliday junction branch migration, FAM/BHQ fluorescence; inhibition, % at 10.4 µM; hit rate 0.14% among 360,000;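 active = mean normalized replicate activity at least 40 and at least half of replicates scoring 40 or more; inconclusive = only one of the two criteria met; inactive = mean below 40 and under half of replicates reaching 40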;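 also: 0% = median of neutral control wells and 100% = median of positive control wells; inhibitors cause a drop in the FAM fluorescence signal; in these data hits start at about 50%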
esBAF inh – SWI/SNF esBAF complex inhibition; mouse ES cells, Bmi1-luciferase knock-in reporter, 24 h; 100% = twice the neutral-well signal; reporter increase, % at 12.5 µM; hit rate 2% among 350,000; AID 602393; in the data active = activation above about 40%; inconclusive = no clear call, values can overlap the other calls;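 also: 0% = median of the plate's neutral control wells and 100% = double that signal; a rise in the Bmi1 reporter signal indicates esBAF inhibition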
S100A4 inh HTS – S100A4-myosin IIA interaction inhibition. P26447. S100A4/TAMRA-MyoIIA peptide fluorescence polarization. hit rate 0.14% among 360,000. inhibition, % at 10.7 µM;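 active = mean inhibition of at least 70% across replicates, with every replicate also reaching that level; inconclusive = mean inhibition reaches 70% but some replicates fall short; inactive = mean inhibition below 70%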
Target sequence (P26447 whole entry, looked up): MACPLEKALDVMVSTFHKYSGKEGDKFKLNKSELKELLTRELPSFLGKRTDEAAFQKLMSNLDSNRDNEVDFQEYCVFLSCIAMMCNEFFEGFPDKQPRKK
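Material: S100A4 monomer protein / Buffer or medium: 50 mM HEPES pH 7.2, 10 mM CaCl2, 100 mM KCl / Times: 5 min incubation before reading / Benchmarks: neutral control DMSO, positive control TFP / Reagent: labelled myosin peptide probe, 5 nM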
ERp5 inh – blocks human ERp5 reductase activity on insulin; ERp5 insulin aggregation, absorbance 650 nm, 90 min; inhibition, % at 9.99 µM; hit rate 0.05% among 350,000; AID 651711;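 active = mean replicate inhibition above about 25%, with every replicate also reaching it, limit read from the data, passing the limit was not always enough; inconclusive = only one of those two criteria met; inactive = neither criterion met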
E-sel inducer – induces E-selectin expression in human endothelial cells; P16581; hit rate 0.37% among 260,000; activation, % at 7.58 µM; HUVEC E-selectin immunofluorescence imaging; normalized: neutral wells 0, TNF-alpha wells 100;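 active = mean E-selectin-positive cell signal at least 10% of the positive control, reached in at least 60% of replicates, without over 20% cell loss; inconclusive = no rule given, readout overlaps actives, possibly toxicity-flagged; inactive = the rest, including those meeting only one limit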;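 also: in these data hits start at about 27%; measured in HUVEC primary endothelial cells; signal is the percent of cells scored E-selectin positive by PE staining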
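assay system = HUVEC, human umbilical vein endothelial cells | input = 3,000 HUVEC seeded per well | medium = EGM-2 growth medium on 0.1% gelatin-coated wells | dosing = one compound dose added by pin transfer | signal = immunofluorescence imaging | read-out basis = % PE-positive cells | control set = TNF-alpha, DMSO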
* marks the source's active call; other numbers are inactive results.

Cc1noc(C)c1S(=O)(=O)Nc1cccc2c1O[C@H](CN(C)Cc1ccc(Oc3ccccc3)cc1)[C@H](C)CN([C@H](C)CO)C2=O was read as RAD52 inh -68, XiGFP reactiv 0.1, ERAP1 inh 0, RAD54 inh -2, esBAF inh 6, S100A4 inh HTS -5, ERp5 inh 10 and E-sel inducer -7.4.
For Cc1ccc(-n2ncc3c(NNC(=O)c4ccco4)ncnc32)cc1Cl the results were RAD52 inh -6, XiGFP reactiv 0.1, ERAP1 inh 0, RAD54 inh -12, esBAF inh 0, S100A4 inh HTS 52, ERp5 inh -2 and E-sel inducer 0.8.
For COc1cccc(CNC(=S)Nc2ccc3c(c2)c(=O)n(C)n3Cc2ccc(F)cc2)c1 the results were RAD52 inh -19, XiGFP reactiv 0.1, ERAP1 inh 0, RAD54 inh -3, esBAF inh -1, S100A4 inh HTS 0, ERp5 inh -8 and E-sel inducer 0.1.
Screening Cc1cc(C)c2nc(NC(=O)c3cccc(S(=O)(=O)N4CCc5ccccc54)c3)sc2c1 returned RAD52 inh -15, XiGFP reactiv 0.3, ERAP1 inh 2, RAD54 inh 2, S100A4 inh HTS 2 and ERp5 inh 4.
For C[C@@H]1CCCCO[C@H](CN(C)C(=O)CCC(F)(F)F)[C@H](C)CN([C@H](C)CO)C(=O)c2cc(NS(=O)(=O)c3cccs3)ccc2O1 the results were XiGFP reactiv -0.2, RAD54 inh 0, esBAF inh -3 and E-sel inducer -0.4.
Screening COCCNC(=O)C[C@H]1CC[C@H](NC(=O)NC2CCCCC2)[C@@H](CO)O1 returned RAD52 inh -6, XiGFP reactiv -0.3, ERAP1 inh 2, RAD54 inh -3, esBAF inh 3, S100A4 inh HTS -53, ERp5 inh -4 and E-sel inducer 0.9.
`Cn1c(C2CCCCC2)nc2c1c(=O)[nH]c(=O)n2Cc1ccccc1` gave RAD52 inh -22, XiGFP reactiv 0.4, ERAP1 inh -6, S100A4 inh HTS 0, ERp5 inh -3 and E-sel inducer 0.0.
`C[C@H](CO)N1C[C@H](C)[C@H](CN(C)C(=O)Nc2ccc(F)cc2)Oc2cc(C#CC3(O)CCCC3)ccc2S1(=O)=O` gave RAD52 inh -26, XiGFP reactiv -0.3, ERAP1 inh -3, RAD54 inh 0, esBAF inh 3, S100A4 inh HTS 28, ERp5 inh -3 and E-sel inducer -0.1.
`CNC(=O)C[C@H]1CC[C@@H]2[C@H](COC[C@@H](O)CN2Cc2ccc(Cl)c(Cl)c2)O1` gave RAD52 inh 0, XiGFP reactiv 0.1, ERAP1 inh 2, RAD54 inh -16, esBAF inh -1, S100A4 inh HTS -1, ERp5 inh 0 and E-sel inducer 0.2.
Clc1ccc(-c2ccc(C=Nc3ccc(N4CCOCC4)cc3)o2)c(Cl)c1 was read as RAD52 inh 0, XiGFP reactiv 0.1, ERAP1 inh 0, RAD54 inh 5, esBAF inh 4, S100A4 inh HTS 2 and ERp5 inh 5.

Entries shown so far containing two or more sulfur atoms:
Screening Cc1cc(C)c2nc(NC(=O)c3cccc(S(=O)(=O)N4CCc5ccccc54)c3)sc2c1 returned RAD52 inh -15, XiGFP reactiv 0.3, ERAP1 inh 2, RAD54 inh 2, S100A4 inh HTS 2 and ERp5 inh 4.
For C[C@@H]1CCCCO[C@H](CN(C)C(=O)CCC(F)(F)F)[C@H](C)CN([C@H](C)CO)C(=O)c2cc(NS(=O)(=O)c3cccs3)ccc2O1 the results were XiGFP reactiv -0.2, RAD54 inh 0, esBAF inh -3 and E-sel inducer -0.4.

Quoted at random: 2 compounds from above.
Clc1ccc(-c2ccc(C=Nc3ccc(N4CCOCC4)cc3)o2)c(Cl)c1 was read as RAD52 inh 0, XiGFP reactiv 0.1, ERAP1 inh 0, RAD54 inh 5, esBAF inh 4, S100A4 inh HTS 2 and ERp5 inh 5.
`C[C@H](CO)N1C[C@H](C)[C@H](CN(C)C(=O)Nc2ccc(F)cc2)Oc2cc(C#CC3(O)CCCC3)ccc2S1(=O)=O` gave RAD52 inh -26, XiGFP reactiv -0.3, ERAP1 inh -3, RAD54 inh 0, esBAF inh 3, S100A4 inh HTS 28, ERp5 inh -3 and E-sel inducer -0.1.

Remaining list, next part.
For CCc1cc(C(=O)Nc2cc(S(=O)(=O)N(CC)CC)ccc2N2CCOCC2)sc1C the results were RAD52 inh -23, XiGFP reactiv -0.1, ERAP1 inh 0, esBAF inh -5, S100A4 inh HTS -2 and ERp5 inh 6.
CSCC[C@H](NC(=O)c1cccc(S(=O)(=O)N2CCN(C)CC2)c1)c1nc2ccccc2[nH]1 was read as RAD52 inh -1, XiGFP reactiv 0.1, ERAP1 inh 1, RAD54 inh 1, esBAF inh -4, S100A4 inh HTS -3, ERp5 inh -2 and E-sel inducer 0.1.
Screening C[C@H](CO)N1C[C@H](C)[C@@H](CN(C)CC2CC2)OCCCC[C@H](C)Oc2ccc(NC(=O)Nc3ccc(C(F)(F)F)cc3)cc2C1=O returned XiGFP reactiv 0.0, RAD54 inh 7, esBAF inh -1 and E-sel inducer -0.2.
`COc1ccccc1CNC(=O)C[C@H]1CC[C@@H]2[C@H](COc3ccc(NC(=O)Nc4ccc(F)c(F)c4)cc3C(=O)N2C)O1` gave RAD52 inh 8, XiGFP reactiv 0.2, RAD54 inh 0, esBAF inh 3, S100A4 inh HTS 11 and E-sel inducer 0.0.
`CCC(c1nnnn1C(C)(C)C)N1CCN(Cc2ccccc2OC)CC1` (configuration not stated) gave RAD52 inh -19, XiGFP reactiv 0.0, ERAP1 inh -3, S100A4 inh HTS 0 and ERp5 inh 4.
`S=C(NCc1ccco1)N1CCN(c2cccc(Cl)c2)CC1` gave RAD52 inh -28, XiGFP reactiv 0.0, ERAP1 inh -4, S100A4 inh HTS 0, ERp5 inh 0 and E-sel inducer -1.3.
For CC(=O)Nc1ccc(NC(=O)Cn2nc(C(=O)Nc3ccc(C)cc3)ccc2=O)cc1 the results were RAD52 inh -20, XiGFP reactiv 0.1, ERAP1 inh 3, RAD54 inh 3, esBAF inh -5, S100A4 inh HTS 6 and ERp5 inh -1.
`COc1cc2c(cc1OC)C(c1ccccc1Cl)N(C)CC2` (configuration not stated) gave RAD52 inh -11, XiGFP reactiv 0.2, ERAP1 inh 0, RAD54 inh -12, esBAF inh -4, S100A4 inh HTS 1 and ERp5 inh 0.
`Cc1cc(C)c2nc(NC(=O)C3CSC4(C)CCC(=O)N34)sc2c1` (configuration not stated) gave RAD52 inh -22, XiGFP reactiv 0.1, ERAP1 inh 4, RAD54 inh 4, esBAF inh 0, S100A4 inh HTS -4, ERp5 inh -3 and E-sel inducer -1.9.
For CC(C)NC(=O)N(C)C[C@@H]1Oc2c(NS(=O)(=O)c3cn(C)cn3)cccc2C(=O)N([C@@H](C)CO)C[C@H]1C the results were RAD52 inh -1, XiGFP reactiv -0.1, ERAP1 inh 0, RAD54 inh -4, esBAF inh -3, S100A4 inh HTS -6, ERp5 inh 2 and E-sel inducer -0.1.
`O=C(/C=C/c1ccco1)c1cccnc1` gave RAD52 inh -45, XiGFP reactiv 0.0, ERAP1 inh 1, S100A4 inh HTS 8 and ERp5 inh 1.
COc1ccc(C(CC(=O)N2CCCCC2)c2c(OC)cc(OC)c3c(-c4ccccc4)cc(=O)oc23)cc1 (configuration not stated) was read as RAD52 inh -13, XiGFP reactiv 0.0, ERAP1 inh -4, RAD54 inh -4, esBAF inh 4, S100A4 inh HTS 11, ERp5 inh 3 and E-sel inducer -0.3.
`Cc1cc(Cl)ccc1OCCCC(=O)NNC(=O)c1ccccc1O` gave RAD52 inh -4, XiGFP reactiv 0.2, ERAP1 inh 2, RAD54 inh 4, esBAF inh 4, S100A4 inh HTS -3 and ERp5 inh 2.
For C[C@@H]1CN([C@H](C)CO)C(=O)c2cc(NC(=O)Nc3ccc(F)cc3)ccc2O[C@@H]1CN(C)C(=O)Nc1ccccc1 the results were RAD52 inh -2, XiGFP reactiv -1.1, ERAP1 inh -2, RAD54 inh -1, esBAF inh 0, S100A4 inh HTS 0, ERp5 inh 16 and E-sel inducer -0.4.
For COc1ccc(C2CC(c3ccccc3)=NN2C(=O)COC(=O)c2cccc(O)c2)cc1 (configuration not stated) the results were RAD52 inh 4, XiGFP reactiv 0.2, ERAP1 inh -1, RAD54 inh -6, esBAF inh -3, S100A4 inh HTS 15, ERp5 inh 2 and E-sel inducer 0.1.
`COCCNc1nc2nonc2nc1N(C)Cc1ccc(C)cc1` gave RAD52 inh -6, XiGFP reactiv 0.0, ERAP1 inh 0, S100A4 inh HTS 0 and ERp5 inh -1.
CCS(=O)(=O)Nc1ccc2c(c1)C(=O)N(C)C[C@@H](OC)[C@H](C)CN(Cc1ccccn1)[C@@H](C)CO2 was read as RAD52 inh -3, XiGFP reactiv 0.1, ERAP1 inh -2, RAD54 inh -5, esBAF inh -1, S100A4 inh HTS -2, ERp5 inh -2 and E-sel inducer 0.7.
`CCOc1ccc(CCNC(=O)CCS(=O)(=O)c2ccc(OC)cc2)cc1OCC` gave RAD52 inh -4, XiGFP reactiv 0.0, ERAP1 inh -3, S100A4 inh HTS -19, ERp5 inh 6 and E-sel inducer 14.
Screening CCCC(=O)N1C[C@H]2[C@@H](c3ccccc31)[C@@H](CO)N2C(=O)Nc1ccccc1 returned RAD52 inh -3, XiGFP reactiv -0.1, ERAP1 inh 1, RAD54 inh 4, esBAF inh 0, S100A4 inh HTS 0, ERp5 inh -6 and E-sel inducer -0.2.
Screening NC(=O)CCC(=O)N1CCCC(C(=O)c2ccc3c4c(cccc24)CC3)C1 (configuration not stated) returned RAD52 inh -5, XiGFP reactiv 0.0, ERAP1 inh 0, S100A4 inh HTS 2, ERp5 inh 2 and E-sel inducer 2.3.
For Oc1c(C(c2ccco2)N2CCC3(CC2)OCCO3)sc2ncnn12 (configuration not stated) the results were RAD52 inh -15, XiGFP reactiv 0.1, ERAP1 inh 13, RAD54 inh 7, esBAF inh -5, S100A4 inh HTS -1, ERp5 inh 2 and E-sel inducer 2.0.
Screening Cc1ccc(S(=O)(=O)N(C)C[C@H]2OCCCC[C@H](C)Oc3ccc(NC(=O)Nc4ccc5c(c4)OCO5)cc3C(=O)N([C@@H](C)CO)C[C@H]2C)cc1 returned RAD52 inh -15, XiGFP reactiv -0.1, ERAP1 inh -1, RAD54 inh 7, esBAF inh 4, S100A4 inh HTS -21 and ERp5 inh -4.
`Cc1ccccc1-n1cc[nH]c1=S` gave RAD52 inh 0, XiGFP reactiv 0.1, ERAP1 inh 11, S100A4 inh HTS 9, ERp5 inh -2 and E-sel inducer 0.0.
C/C(=N\NC(=O)c1sccc1C)c1cccnc1 was read as RAD52 inh -18, XiGFP reactiv 0.4, ERAP1 inh 0, RAD54 inh -4, esBAF inh inconclusive, S100A4 inh HTS -6, ERp5 inh -1 and E-sel inducer -0.3.
`C[C@H]1CN([C@@H](C)CO)C(=O)c2cc(NC(=O)Nc3ccc(F)cc3)ccc2O[C@@H]1CN(C)S(C)(=O)=O` gave RAD52 inh 6, XiGFP reactiv 6.1, ERAP1 inh -4, RAD54 inh -1, esBAF inh 0, S100A4 inh HTS -3, ERp5 inh 0 and E-sel inducer 21.
Cc1ccc(NC(=S)N(CCCN2CCOCC2)Cc2ccccn2)cc1 was read as RAD52 inh -1, XiGFP reactiv -0.1, ERAP1 inh -1, RAD54 inh 4, S100A4 inh HTS -1 and ERp5 inh 1.
